Screening data deposited in PubChem by Sanford-Burnham Center for Chemical Genomics.
MPTP block: inhibitors of mitochondrial permeability transition pore. isolated mouse mitochondria, Ca2+ swelling absorbance, 30 min. inhibition, % at 10 µM. 1.4% of 360,000 active. AID 602449;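 active = inhibition of 50% or more, scaled per plate between neutral and stimulator controls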;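 also: 0% = DMSO wells given calcium and 100% = 1 mM EGTA wells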
* hit, by the source's call. These rows are one share of the data; count on the stated rates, not on these rows.

compound | MPTP block
CC(C)(C)n1nnnc1C(c1ccccc1)N1CCN(c2ccc(C(F)(F)F)cn2)CC1 (stereo unspecified) | -2.4
CCCc1c(-c2ccccc2Br)ncn1Cc1ccccc1OC | 1.8
CC(C)C(=O)N1CCC1(C)C(=O)Nc1nc2ccccc2[nH]1 (stereo unspecified) | -1.1
CCNC(=O)C1(C)CCCN(Cc2cc3ccccc3o2)C1 (stereo unspecified) | -0.9
CCC(=O)[C@@H](C)[C@@H](OC(C)=O)[C@H](C)C[C@@H](C)[C@H]1OC(=O)C[C@@]2(O)CC=C(C)C(O2)C(C)=CCCC[C@H](O[C@H]2C[C@@H](OC(N)=O)[C@H](OC(C)=O)[C@@H](C)O2)C=C[C@H](C)C[C@H]1C | -3.2
CC(C)OC(=O)N(C)C[C@H]1OCc2cn(nn2)CCCC(=O)N([C@H](C)CO)C[C@@H]1C | -1.6
CCC1Nc2ncnc(N3CCc4ccccc4C3)c2N(Cc2ccc(Br)cc2)C1=O (stereo unspecified) | -0.2
CCOC(=O)[C@]12CCCC=C1N(Cc1ccccc1)C(=O)[C@H](CC(=O)NCC1CCCCC1)C2 | -0.2
O=C(C[C@H]1CC[C@@H]2[C@H](COC[C@H](O)CN2Cc2nccs2)O1)NCc1ccccc1Cl | -0.1
c1ccc(-c2ccc3ncccc3n2)cc1 | 1.3
Cc1nc2n[nH]c(N)c2nc1C | -1.6
c1ccc(CN2CC[C@@H](Nc3nccn4ccnc34)C2)cc1 | -0.8
CC1(C)CC(=O)C=C(c2ccc(COC(=O)Cc3ccccc3)cc2)C1=O | 0.4
C[C@H]1CN([C@@H](C)CO)S(=O)(=O)c2ccc(Br)cc2O[C@H]1CN(C)C(=O)c1cccc(F)c1 | 0.1
CCc1nc2c(OCCOC)cccn2c1N(C)C(=O)c1ccc(C)cc1 | -0.6

3 entries already listed, sorted by SMILES length, lowest first.
compound | MPTP block
Cc1nc2n[nH]c(N)c2nc1C | -1.6
c1ccc(-c2ccc3ncccc3n2)cc1 | 1.3
CCOC(=O)[C@]12CCCC=C1N(Cc1ccccc1)C(=O)[C@H](CC(=O)NCC1CCCCC1)C2 | -0.2

The results go on.
compound | MPTP block
CC1(C)CC(=O)C=C(c2n[nH]nc2C2CC2)C1 | -1.4
Cc1ccc(S(=O)(=O)NC(=O)C2(C)CCN2C(=O)Cc2cc(F)ccc2F)nc1 (stereo unspecified) | 0.2
Cc1ccc(P(=O)(c2ccc(C)cc2)[C@@H](NC(c2ccccc2)c2ccccc2)c2ccccc2)cc1 | 1.9
Cc1ccc(S(=O)(=O)N2CCC(=O)N([C@H](COCc3ccccc3)Cc3ccccc3)CC2)cc1 | -0.3
N#CC1c2ccccc2-c2ccccc2N1C(=O)c1ccccc1 (stereo unspecified) | 1.5
CC(=O)CC1c2cc(F)ccc2C=C(c2ccsc2)N1c1ccc(-c2ccc(C(N)=O)cc2)cc1 (stereo unspecified) | -0.9
O=C(NN=Cc1cccc(O)c1O)c1ccccc1 | 1.2
CCn1c(SCC(=O)N2CCCC2=O)nc2ccccc21 | -0.4
Cc1cc(C)cc(Cn2c3ccc(NC(=O)NCc4ccc(F)cc4)cc3c(=O)n2C)c1 | 0.4
Cc1ccc(-c2cc3nc(NCCOc4ccccc4Cl)n(C)c(=O)c3s2)cc1 | 2.6
Nc1c(OS(=O)(=O)c2ccccc2)cccc1OS(=O)(=O)c1ccccc1 | 1.3
CC(=O)Oc1ccccc1Cn1c(C)c(C(=O)NCc2cccc([N+](=O)[O-])c2)sc1=O | -0.3
O=C(NC1CCCCC1)C(c1ccc(C(F)(F)F)cc1)n1c(=O)c(-c2cc3ccccc3[nH]2)nc2ccccc21 (stereo unspecified) | 2.6
CC(=O)Nc1ccc(-c2ccnc3c2CC(C(=O)NCc2ccccc2)O3)cc1 (stereo unspecified) | -1.1
CCC1OC(C2CC2)CC2=C1C(=O)OC(C)(C)O2 (stereo unspecified) | 1.2

Brought forward from above: six compounds, followed by the next part.
compound | MPTP block
Cc1ccc(-c2cc3nc(NCCOc4ccccc4Cl)n(C)c(=O)c3s2)cc1 | 2.6
Nc1c(OS(=O)(=O)c2ccccc2)cccc1OS(=O)(=O)c1ccccc1 | 1.3
CC(=O)Oc1ccccc1Cn1c(C)c(C(=O)NCc2cccc([N+](=O)[O-])c2)sc1=O | -0.3
O=C(NC1CCCCC1)C(c1ccc(C(F)(F)F)cc1)n1c(=O)c(-c2cc3ccccc3[nH]2)nc2ccccc21 (stereo unspecified) | 2.6
CC(=O)Nc1ccc(-c2ccnc3c2CC(C(=O)NCc2ccccc2)O3)cc1 (stereo unspecified) | -1.1
CCC1OC(C2CC2)CC2=C1C(=O)OC(C)(C)O2 (stereo unspecified) | 1.2
CCCNC(=O)C1(C)CCCN(C(=O)COc2ccc(Cl)cc2Cl)C1 (stereo unspecified) | 0.6
COc1ccc(-c2cc3nc(C)cc(N4CCN(C(=O)c5cccnc5)CC4)n3n2)cc1 | 0.1
CC(C)CC1C(=O)N(Cc2cn(Cc3ccco3)nn2)CCS(=O)(=O)N1Cc1ccc(-c2ccncc2)cc1 (stereo unspecified) | -1.0
CCCCN(C=O)c1c(CC)nc2c(OCCC3CCCCC3)cccn12 | 0.4
CC(C)CC#Cc1ccc2c(c1)O[C@H](CN(C)C(=O)Cc1ccncc1)[C@H](C)CN([C@H](C)CO)S2(=O)=O | -1.4
COc1ccc(C(C)=O)cc1CN1C(=O)C(Cc2ccccc2)ON=C1c1ncccc1C (stereo unspecified) | -0.5
CCC(CC)C(C(=O)NCc1ccccc1)N1CCN(CCN2CCOCC2)CC1 (stereo unspecified) | -1.8
COCCNC(=O)c1ccc(N2CC3CC(C2)c2cccc(=O)n2C3)c(NC(=O)c2ccccc2Cl)c1 (stereo unspecified) | 0.7
COc1ccc(-c2noc(CCC(=O)Nc3cccc(C(=O)NC4CC4)c3)n2)cc1OC | 0.0
C[C@@H]1CN([C@@H](C)CO)C(=O)c2cc(C#Cc3cccc(F)c3)cnc2O[C@@H]1CN(C)CC1CCOCC1 | -2.1
CCN1C(=O)[C@H]2[C@@H](c3ccc(C(F)(F)F)cc3)N[C@]3(CCCN(Cc4ccc(C)cc4)C3=O)[C@H]2C1=O | -1.7
OC(c1ccccc1)c1nc(-c2cccc(C(F)(F)F)c2)cs1 (stereo unspecified) | -1.9
COC(=O)[C@]12CCCCC=C1N(CCc1ccc(OC)c(OC)c1)C(=O)[C@H](CC(=O)N1CCCC1)C2 | 3.8
C[C@@H]1c2ccccc2N2C[C@H](Cc3ccc(C(=O)c4ccccc4)cc3)C[C@@H]12 | -3.5
CC1(C(=O)NS(=O)(=O)c2ccccc2Cl)CCN1C(=O)c1ccco1 (stereo unspecified) | 0.4
CN(C)CCN1CCN(C2CN(Cc3ccc([N+](=O)[O-])cc3)S(=O)(=O)C2)CC1 (stereo unspecified) | 0.1
COc1ccc(NC(=O)c2cc(C3CCCCN3S(=O)(=O)Cc3ccccc3)on2)cn1 (stereo unspecified) | 0.9
COc1cccc(C2=Cc3ccc(F)cc3C(CC(C)=O)N2c2ccc(-c3cncnc3)cc2)c1 (stereo unspecified) | 0.9
C[C@H]1CN([C@@H](C)CO)C(=O)CCCn2nncc2CO[C@@H]1CN(C)S(=O)(=O)c1cccc(F)c1 | -2.2
Cc1cc(C)cc(Cn2cc(CN3CC(N4CCN(CCO)CC4)CS3(=O)=O)nn2)c1 (stereo unspecified) | -1.6
Cc1cccnc1C(NC(=O)C1CCN(Cc2ccc(Oc3ccccc3)cc2)CC1)c1ccc(F)cc1 (stereo unspecified) | 5.3
Cc1ccnc(NC(=O)CCNC(=O)c2ccc(Br)cc2)c1 | -0.4
Cc1ccc(F)c(CNC(=O)C2(C)CCCN2C(=O)C(C)C)c1F (stereo unspecified) | 0.4
CC1(C)CC(Cc2ccc(Cl)nc2)N(C(=O)OC(C)(C)C)C1 (stereo unspecified) | -2.6
COc1cc(C(O)c2nc(-c3ccncc3)cs2)ccc1F (stereo unspecified) | 2.5
CC1(C)CC(=O)C=C(c2ccc(-c3ccc(OC(F)(F)F)cc3)cc2)C1=O | 1.5
CC(C)CC(N)c1csc(Nc2ccc(C(=O)c3ccccc3)cc2)n1 (stereo unspecified) | 3.4
CC1(C(=O)NCc2ccco2)Cc2c(-c3ccc4c(c3)OCO4)ccnc2O1 (stereo unspecified) | -0.5
CCOC(=O)[C@]12CCCC=C1N(Cc1ccc(Cl)cc1Cl)C(=O)[C@H](CC(=O)NCc1cccc3ccccc13)C2 | -0.7
O=C(NCCN1CCC(n2c(=O)[nH]c3ccccc32)CC1)c1ccccc1 | -2.6

Three of these compounds, set out differently:
MPTP block,canonical_smiles
0.4,Cc1ccc(F)c(CNC(=O)C2(C)CCCN2C(=O)C(C)C)c1F (stereo unspecified)
5.3,Cc1cccnc1C(NC(=O)C1CCN(Cc2ccc(Oc3ccccc3)cc2)CC1)c1ccc(F)cc1 (stereo unspecified)
2.5,COc1cc(C(O)c2nc(-c3ccncc3)cs2)ccc1F (stereo unspecified)

The list continues:
compound | MPTP block
Cc1ccc(CNS(=O)(=O)c2ccc(Cl)s2)cc1 | 1.1
CC1(C(=O)NCCC(F)(F)F)Cc2c(-c3cccc(C(N)=O)c3)ccnc2O1 (stereo unspecified) | 0.8
COc1ccc(S(=O)(=O)NC(=O)C2(C)CCN2C(=O)C2CCCCC2)cc1OC (stereo unspecified) | 0.3
COC(=O)C1(C(=O)OC)C/C=C\CN(S(=O)(=O)c2ccccc2[N+](=O)[O-])CC1 | 0.4
CN1CCN(c2ccc3sc(-n4ccc5ccccc54)nc3c2)CC1 | 0.6
CC(NC(=O)c1ccc2nc(Cc3cccc(Cl)c3)oc2c1)c1ccncn1 (stereo unspecified) | -0.4
CCOc1ccc(S(=O)(=O)N2CCCC2)c2ccccc12 | 0.9
Cn1cc(CN2CCC(C(=O)NC(c3ccc(F)cc3)c3ccc4ccccc4n3)CC2)c2ccccc21 (stereo unspecified) | 3.8
COc1cc(NC(=O)CSc2nc3[nH]ncc3c(=O)n2-c2ccccc2)cc(OC)c1OC | -3.3
CC(=O)N1CC2(CC(c3ccccc3F)=NO2)CN1c1ccc(Cl)cc1 (stereo unspecified) | -0.3
CC1(C)OC(=O)C2=C(C[C@@H](C3CCCCC3)O[C@H]2c2ccc(Cl)cc2)O1 | 1.3
Cc1cccc(C)c1NC(=O)CN(C)CCc1ccccc1 | -0.9
COc1cccc(C(Nc2ccccc2)c2ccc3ccc(C)nc3c2O)c1 (stereo unspecified) | 5.1
CSc1ccc(CN2CCC(C)(Oc3cnc(Cl)c4ccccc34)C2)cc1 (stereo unspecified) | 0.1
COCCNC(=O)C1(C)CCCN(Cc2noc(-c3ccccc3OC)n2)C1 (stereo unspecified) | -0.2

> O=C(c1cccs1)N1C[C@H](O)[C@@H](n2cc(-c3ccc(F)cc3)nn2)C[C@@H]1c1ccccc1
  MPTP block: -1.2
> CC(=O)NCCNc1nc2cc(-c3ccccc3CO)sc2c(=O)n1C
  MPTP block: 0.5
> COCCNC(=O)C1CCCN(C(=O)c2cc(-c3cccs3)oc2C)CC1 (stereo unspecified)
  MPTP block: -1.1
> Cc1ccc(NC(=O)COC(=O)Cc2c[nH]c3ccccc23)cc1
  MPTP block: 0.5
> C[C@H]1CN([C@@H](C)CO)C(=O)CCCn2cc(nn2)CO[C@@H]1CN(C)C(=O)Nc1ccccc1F
  MPTP block: -3.0
> CC(C)NC(=O)C1(C)CCCCN1Cc1cccc(C(F)(F)F)c1 (stereo unspecified)
  MPTP block: 0.5
> O=C1c2ccccc2C(c2nnnn2Cc2ccccc2)N1CCc1ccccc1F (stereo unspecified)
  MPTP block: -2.1
> CCCCC(=O)N(C)c1c(CC)nc2c(OCCC)cccn12
  MPTP block: -0.7
> CNC(=O)C[C@H]1C(=O)N(c2ccc(OC)cc2)C[C@@H]1Cc1ccccc1
  MPTP block: 0.0
> COc1ccc(Cl)c(-c2cc(C(=O)Nc3ccccc3)[nH]n2)c1
  MPTP block: 7.8

> COCCNC(=O)C1CCCN(C(=O)COc2ccc(C(C)(C)C)cc2)CC1 (stereo unspecified)
  MPTP block: 0.2
> COC1=CC(=O)OC(c2ccccc2)C1 (stereo unspecified)
  MPTP block: -1.3
> COc1ccccc1N(CC(=O)N1CCN(Cc2ccccc2)CC1)S(=O)(=O)c1ccccc1
  MPTP block: 0.0
> Cn1c(=O)c2cc(NC(=O)CCc3ccc(O)cc3)ccc2n1Cc1cccc(C(F)(F)F)c1
  MPTP block: 1.4
> CC(=O)c1cccc(-c2ccnc3c2CC(C(=O)NCc2ccc(N4CCN(C)CC4)cc2)O3)c1 (stereo unspecified)
  MPTP block: 2.6
> O=C(Nc1ccc(C(O)c2ccccc2)cc1)[C@@H]1O[C@H](CO)[C@@H](O)[C@H]1O (stereo partly specified)
  MPTP block: 0.2
> O=C1Nc2cc(C(=O)N3CCOCC3)ccc2S/C1=C/c1ccccc1F
  MPTP block: -1.0
> CC1(C(=O)Nc2ccc3c(c2)OCCO3)CN(S(C)(=O)=O)CC(=O)N1CCc1c[nH]c2ccccc12 (stereo unspecified)
  MPTP block: 0.3
> COCC1CCN(Cc2c(C(=O)N3CCOCC3)nc3c(C)cccn23)C1 (stereo unspecified)
  MPTP block: 1.0
> CCC(=O)Nc1ccc(S(=O)(=O)NC[C@H]2O[C@@H](n3cnc4c(=O)[nH]c(N)nc43)[C@H](O)[C@@H]2O)cc1
  MPTP block: -1.4

> CCOC1=C2CN(S(=O)(=O)c3ccc(C)cc3)C(c3ccc(CC)cc3)CC2N(S(=O)(=O)c2ccc(C)cc2)C(c2ccc(CC)cc2)C1 (stereo unspecified)
  MPTP block: 1.9
> CC(C)NC(=O)C1C(c2ccccc2)=Nc2ccccc2N1C(=O)c1cc(Cl)cc(Cl)c1 (stereo unspecified)
  MPTP block: 1.5
> O=C(CSc1ccccn1)NC1CCCc2c1cnn2-c1ccccc1F (stereo unspecified)
  MPTP block: 0.3
> COc1ccc(CN(C(C)=O)c2cc(C)c([N+](=O)[O-])cc2OC)cc1OC
  MPTP block: -0.2
> O=C(NCc1cc(Cl)cc(Cl)c1)c1ccc2sc([C@@H]3O[C@H](CO)[C@H](O)[C@H](O)[C@H]3O)nc2c1
  MPTP block: 0.2
> CCCC(C)(C)C(=O)N1CCC1(C)C(=O)NS(=O)(=O)c1ccc(Br)cc1 (stereo unspecified)
  MPTP block: 1.7
> CC(=O)N1c2ccccc2N=C(c2ccc3c(c2)OCO3)C1C(=O)NCc1ccccc1 (stereo unspecified)
  MPTP block: -0.2
